Tcruzi prolif – T. cruzi intracellular proliferation inhibitors, primary screen, cell-based, beta-gal Tulahuen parasites, NIH3T3 host, luminescence | inhibition, % at 8.34 µM | AID 624255, 2012 | T. cruzi beta-gal in NIH3T3, GalScreen luminescence, 90 h | hit rate 5.9% among 77,000;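 active = mean inhibition above about 93%, with at least 55% of replicates each passing it, limit read from the data, passing the limit was not always enough; inconclusive = only one of those two conditions holds; inactive = neither condition holds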
KDM4C inh – inhibitors of GASC-1 (KDM4C) histone demethylase, primary screen, biochemical, single concentration HTS | GST-KDM4C 2-372, H3K9me3 peptide, LANCE TR-FRET | inhibition, % at 12.5 µM | hit rate 0.15% among 96,000 | AID 720574, 2013;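 active = mean replicate inhibition above about 25%, with at least 55% of replicates also reaching it, limit read from the data, passing the limit was not always enough; inconclusive = only one of those two conditions met; inactive = neither condition met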
Target sequence (Q9H3R0 2-372 limits assumed): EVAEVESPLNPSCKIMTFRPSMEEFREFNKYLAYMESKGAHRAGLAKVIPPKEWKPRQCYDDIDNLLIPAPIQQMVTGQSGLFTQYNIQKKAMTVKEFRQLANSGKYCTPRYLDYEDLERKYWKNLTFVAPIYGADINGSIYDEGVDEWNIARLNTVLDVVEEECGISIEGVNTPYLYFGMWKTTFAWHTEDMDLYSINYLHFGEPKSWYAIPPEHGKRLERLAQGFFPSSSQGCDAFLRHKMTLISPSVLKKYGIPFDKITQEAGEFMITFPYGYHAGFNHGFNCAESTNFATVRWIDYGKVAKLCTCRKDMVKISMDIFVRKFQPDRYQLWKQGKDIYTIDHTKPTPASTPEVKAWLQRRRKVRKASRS
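Compound: one test concentration per compound; Material: GST-GASC-1 enzyme fragment 2-372; Amount: GASC-1 enzyme at 10 nM final in reaction; Also added: H3K9me3 peptide substrate, Fe(II), 2-oxoglutarate; Technique: LANCE TR-FRET; Times: 30 min demethylation and 1 h detection at room temperature.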
C diff growth – C. difficile growth inhibitors, primary screen, HTS | growth activity, negative = inhibition, % at 16 µg/mL (by protocol) | hit rate 0.25% among 86,000 | AID 1259249, 2017 | Clostridium difficile clinical isolate growth, OD600, 24 h; active compounds read low;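 active = mean growth activity at or below -80% and every replicate also at or below -80%; inconclusive = mean at or below -80% but some replicate above -80%; inactive = mean growth activity above -80%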;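 also: 0% = DMSO wells and -100% = levofloxacin 16 µg/mL wells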
Pf Dd2 growth – P. falciparum Dd2 growth inhibitors, primary screen, SYBR Green fluorescence, single dose replicates | 72 h; active compounds read low | activity change, % at 10 µM | hit rate 2.3% among 94,000; in the data active = activity change below about -80%; inconclusive = no clear call, values can overlap the other calls
* marks the source's active call; other numbers are inactive results; ? = inconclusive; nt = no result given.

Results follow in this order: KDM4C inh | Pf Dd2 growth | Tcruzi prolif | C diff growth
- C[C@@H]1CN([C@@H](C)CO)C(=O)Cc2cc(NC(=O)Cn3cnnn3)ccc2O[C@@H]1CN(C)C(=O)Nc1ccc(C(F)(F)F)cc1
 : -1.1 | 10.0 | 27.3 | 5.1
- C[C@H](CO)N1C[C@H](C)[C@H](CN(C)C(=O)C2CCC2)Oc2ncc(C#CC(C)(C)O)cc2C1=O
 : -1.2 | 32.2 | 30.0 | 4.4
- COCC(=O)N1CCC2(CC1)CN(S(C)(=O)=O)[C@H](CO)c1c2c2ccc(OC)cc2n1C
 : 0.1 | 14.0 | nt | -6.2
- CO[C@@H]1CN(C)C(=O)c2ccc(NC(=O)CC(F)(F)F)cc2OC[C@H](C)N(C(C)=O)C[C@H]1C
 : 0.1 | -12.7 | nt | -1.0
- C[C@@H]1CN([C@@H](C)CO)S(=O)(=O)c2ccc(Br)cc2O[C@H]1CN(C)Cc1cncnc1
 : 0.3 | 23.0 | 17.2 | -3.5
- CCCC(=O)Nc1ccc2c(c1)C(=O)N(C)C[C@@H](OC)[C@@H](C)CN(Cc1ccncc1)[C@H](C)CO2
 : 1.5 | nt | 7.9 | nt
- CCC(=O)N1[C@@H](CO)[C@@H](c2ccccc2)C12CN(Cc1cccnc1)C2
 : 0.8 | -17.2 | nt | 6.7
- C[C@@H]1CN([C@@H](C)CO)C(=O)Cc2cc(NC(=O)C3CCCCC3)ccc2O[C@H]1CN(C)S(=O)(=O)c1cccs1
 : -2.0 | -16.4 | 10.2 | 3.9
- CCN(C[C@@H]1[C@@H](c2ccc(-c3ccccc3)cc2)[C@H](CO)N1C(C)=O)C(C)=O
 : 0.1 | -9.8 | ? | -7.5
- C[C@H]1CN([C@@H](C)CO)C(=O)Cc2cc(NC(=O)CCCCCC(=O)Nc3ccccc3N)ccc2O[C@@H]1CN(C)C(=O)Nc1ccc(F)cc1
 : -0.1 | 6.0 | nt | -3.5
- COc1ccc(NC(=O)Nc2ccc3c(c2)CC(=O)N([C@@H](C)CO)C[C@@H](C)[C@@H](CN(C)S(=O)(=O)c2ccc(OC)cc2)O3)cc1
 : 0.5 | 0.2 | -5.4 | 9.2
- CC(C)CC#Cc1ccc([C@@H]2[C@H]3CN(C(=O)CN4CCOCC4)CC(=O)N3[C@H]2CO)cc1
 : 0.6 | 18.8 | nt | -11.5
- C[C@H]1CN([C@@H](C)CO)C(=O)Cc2cc(NC(=O)Cc3cn(C)c4ccccc34)ccc2O[C@@H]1CN(C)C
 : 1.2 | 8.4 | nt | -1.7
- C[C@H]1CN([C@@H](C)CO)S(=O)(=O)c2ccc(C#CC3CCCC3)cc2O[C@H]1CN(C)C(=O)Cc1ccncc1
 : -1.0 | -74.1 | 118.4* | 6.3
- O=C(C[C@H]1C=C[C@@H](NC(=O)c2ccncc2)[C@@H](CO)O1)Nc1ccc(-c2ccccc2)cc1
 : 2.0 | 5.9 | nt | -1.6
- C[C@H](CO)N1C[C@H](C)[C@H](CN(C)S(=O)(=O)c2cn(C)cn2)Oc2c(NS(=O)(=O)c3cn(C)cn3)cccc2C1=O
 : -0.8 | 61.8 | 7.6 | -6.1
- O=C(NCCc1ccccc1)[C@@H]1[C@@H](CO)[C@@H]2Cn3c(cccc3=O)[C@H]1N2C(=O)C1CCC1
 : -1.1 | -7.2 | ? | 0.2
- O=C(Nc1ccccc1)N[C@@H]1CC[C@H](CCNS(=O)(=O)c2cccc(F)c2)O[C@@H]1CO
 : -1.2 | -16.0 | 11.2 | -0.7
- CCCN1[C@@H]2c3ccc(-c4cccc(F)c4)c(=O)n3C[C@@H]2[C@@H](CO)[C@@H]1C(=O)N(C)C
 : 8.7 | -0.9 | -5.8 | 0.1
- COc1cccc(-c2cnc3c(c2)C(=O)N([C@@H](C)CO)C[C@H](C)[C@H](CN(C)C(=O)CC2CC2)O3)c1
 : -1.3 | 2.4 | -4.1 | -3.1
- O=C(Nc1cccc(Cl)c1)N[C@@H]1CC[C@H](CCNC(=O)C2CCCC2)O[C@@H]1CO
 : -0.1 | -3.5 | nt | -5.3
- C[C@@H]1CN([C@@H](C)CO)C(=O)c2cc(NC(=O)CCC(F)(F)F)ccc2O[C@@H]1CN(C)Cc1ccccc1
 : -3.8 | 32.8 | 12.1 | 1.1
- COc1ccccc1NC(=O)N1CC(=O)N2[C@H](CO)[C@H](c3ccc(C#Cc4ccccc4)cc3)[C@H]2C1
 : -0.9 | -12.7 | nt | -3.8
- CCCNC(=O)[C@H]1[C@H](CO)[C@H]2Cn3c(ccc(-c4ccc(F)cc4)c3=O)[C@H]2N1CCC
 : 5.1 | nt | 91.5 | -1.7
- C[C@H](CO)N1C[C@H](C)[C@H](CN(C)Cc2ccc3c(c2)OCO3)Oc2ccc(NC(=O)c3ccncc3)cc2CC1=O
 : -2.1 | -3.9 | 25.0 | -2.4
- C[C@H]1CN([C@@H](C)CO)C(=O)c2cccc(NC(=O)CCCCCC(=O)Nc3ccccc3N)c2O[C@@H]1CN(C)Cc1ccncc1
 : -0.7 | -16.1 | nt | -1.2
- O=C(NCc1ccccc1)[C@@H]1[C@@H](CO)[C@@H]2Cn3c(cccc3=O)[C@H]1N2
 : -0.7 | 2.1 | 41.6 | -2.4
- CO[C@@H]1CN(C)C(=O)c2ccc(NC(=O)c3ccccc3)cc2OC[C@H](C)NC[C@H]1C
 : -1.1 | 26.4 | nt | nt
- CN(C)CCCNC(=O)C[C@H]1C=C[C@@H](NC(=O)Cc2cccnc2)[C@H](CO)O1
 : -0.6 | 19.5 | -30.6 | nt
- CC(=O)NC[C@H]1[C@@H](c2ccc(-c3cccc(F)c3)cc2)[C@@H](CO)N1C(C)=O
 : -3.5 | 9.8 | 48.5 | -0.3

Given as labelled records: part of the list above.
C[C@H](CO)N1C[C@H](C)[C@H](CN(C)C(=O)C2CCC2)Oc2ncc(C#CC(C)(C)O)cc2C1=O
- KDM4C inh: -1.2
- Pf Dd2 growth: 32.2
- Tcruzi prolif: 30.0
- C diff growth: 4.4
COCC(=O)N1CCC2(CC1)CN(S(C)(=O)=O)[C@H](CO)c1c2c2ccc(OC)cc2n1C
- KDM4C inh: 0.1
- Pf Dd2 growth: 14.0
- Tcruzi prolif: nt
- C diff growth: -6.2

Next section:
Results follow in this order: KDM4C inh | Pf Dd2 growth | Tcruzi prolif | C diff growth
- N#C[C@H]1[C@@H](c2ccccc2)[C@H](CO)N1C(=O)c1ccc2c(c1)OCO2
 : 2.1 | 29.2 | 13.5 | 8.8
- C[C@@H]1CCCCO[C@@H](CN(C)C(=O)c2ccccc2)[C@H](C)CN([C@@H](C)CO)C(=O)c2cc(NC(=O)CCC(F)(F)F)ccc2O1
 : 0.1 | 5.5 | -19.6 | -3.2
- O=C(C[C@@H]1CC[C@@H]2[C@H](COC[C@H](O)CN2S(=O)(=O)c2ccc(Cl)cc2)O1)NCCN1CCCCC1
 : 8.4 | -12.5 | nt | -1.8
- C[C@@H]1CN([C@H](C)CO)C(=O)c2cccc(NC(=O)C3CCOCC3)c2O[C@@H]1CN(C)C(=O)Nc1ccc2c(c1)OCO2
 : -0.9 | -62.6 | -25.7 | -0.4
- CC(C)NC(=O)NCC[C@H]1CC[C@@H](NS(=O)(=O)c2ccc(-c3ccccc3)cc2)[C@H](CO)O1
 : 2.1 | -0.8 | 9.5 | -2.7
- CCCC#Cc1ccc([C@H]2[C@@H](CO)N3C(=O)CN(C(=O)Nc4cccc(F)c4)C[C@H]23)cc1
 : -0.9 | -22.1 | nt | 61.1
- CC(C)NC(=O)N(C)C[C@H]1Oc2cc(C#Cc3ccc(F)cc3)ccc2S(=O)(=O)N([C@@H](C)CO)C[C@@H]1C
 : -2.9 | -46.3 | 83.9 | 4.6
- COCc1cn(CC[C@@H]2CC[C@@H](NC(=O)Nc3ccc(Cl)cc3)[C@@H](CO)O2)nn1
 : 1.9 | -3.2 | 12.1 | -0.9
- O=C(C[C@H]1CC[C@@H](NC(=O)C2CCC2)[C@H](CO)O1)NCc1ccncc1
 : -1.2 | -2.1 | nt | 2.3
- CC(C)CC#Cc1ccc([C@H]2[C@@H](CO)N3C(=O)CN(C(=O)Nc4cc(F)ccc4F)C[C@H]23)cc1
 : -1.8 | -8.3 | nt | 56.4
- CC(C)C#Cc1ccc2c(c1)O[C@@H](CN(C)C(=O)c1ccccn1)[C@@H](C)CN([C@H](C)CO)S2(=O)=O
 : 1.3 | -30.8 | 38.5 | 0.6
- Cc1ccc(-c2ccc([C@@H]3[C@@H](CO)N4CCCCN(S(=O)(=O)c5cccc(C)c5)C[C@H]34)cc2)cc1
 : nt | -24.3 | 106.8* | 63.5
- C[C@H]1CCCCO[C@@H](CN(C)Cc2ccc3c(c2)OCO3)[C@@H](C)CN([C@@H](C)CO)C(=O)c2cc(NC(=O)c3ccccc3)ccc2O1
 : 0.2 | -71.6 | nt | -7.2
- CN(C)C(=O)c1cccc(-c2ccc([C@H]3[C@@H](C#N)N(C(=O)C4CCCC4)[C@H]3CO)cc2)c1
 : -1.5 | -14.4 | nt | -3.2
- CC(C)CC#Cc1ccc([C@H]2[C@@H](CO)N3C(=O)CN(C(=O)Nc4ccc(F)cc4)C[C@@H]23)cc1
 : -1.0 | -33.7 | nt | 4.1
- C[C@@H]1CN([C@@H](C)CO)C(=O)c2cc(NC(=O)C3CCCCC3)ccc2O[C@@H](C)CCCCO[C@H]1CN(C)Cc1ccc(C(F)(F)F)cc1
 : 14.8 | -55.9 | ? | 16.9
- O=C(C[C@@H]1CC[C@@H]2[C@H](COC[C@H](O)CN2C(=O)Nc2ccc(Cl)c(Cl)c2)O1)NCc1ccc(F)cc1
 : 0.5 | -0.8 | 59.3 | -96.0*
- C[C@@H]1CN([C@@H](C)CO)C(=O)c2cc(N(C)C)ccc2O[C@@H](C)CCCCO[C@H]1CN(C)C(=O)Cc1ccccc1
 : 1.3 | -66.5 | -17.1 | -5.4
- CN(C)C(=O)c1ccc(-c2ccc([C@@H]3[C@H](CO)N4C(=O)CN(C(=O)C5CCCC5)C[C@@H]34)cc2)cc1
 : -0.9 | -1.3 | nt | -4.3
- C[C@H](CO)N1C[C@H](C)[C@@H](CN(C)Cc2ccccc2)Oc2c(NC(=O)C3CCOCC3)cccc2C1=O
 : 0.4 | -19.1 | 14.7 | 0.6
- CCCC#Cc1ccc([C@@H]2[C@@H](CO)N3CCCCN(S(=O)(=O)c4ccccc4C)C[C@@H]23)cc1
 : -1.3 | -31.9 | 115.7* | -0.1
- C[C@H](CO)N1C[C@H](C)[C@@H](CN(C)Cc2ccc(Cl)c(Cl)c2)Oc2ccc(NS(=O)(=O)c3cccs3)cc2C1=O
 : 0.3 | -14.8 | 39.4 | 10.4
- O=C(C[C@H]1C=C[C@H](NC(=O)NC2CCCC2)[C@@H](CO)O1)NCc1ccc(F)cc1
 : 1.2 | 2.2 | 11.2 | 3.7
- O=C(C[C@H]1CC[C@@H](NC(=O)NC2CCCC2)[C@@H](CO)O1)NCc1ccc(F)cc1
 : -0.8 | 10.1 | -4.4 | nt
- COCC(=O)Nc1ccc2c(c1)OC[C@H](C)N(Cc1ccccc1)C[C@H](C)[C@@H](OC)CN(C)C2=O
 : -0.1 | -12.2 | -90.7 | -3.5
- O=C(C[C@@H]1C=C[C@H](NC(=O)C2CCC2)[C@@H](CO)O1)NC1CCC1
 : 0.2 | -7.5 | nt | 1.8
- CO[C@H]1CN(C)C(=O)c2cc(NS(=O)(=O)c3ccc(C)cc3)ccc2OC[C@H](C)N(C(=O)NC(C)C)C[C@@H]1C
 : 0.2 | -20.7 | -317.0 | nt
- C[C@@H]1CN([C@@H](C)CO)C(=O)c2cc(NC(=O)NC3CCCCC3)ccc2O[C@H]1CN(C)Cc1ccc(C(=O)Nc2ccccc2N)cc1
 : -0.3 | -75.8 | nt | -1.1
- CC(=O)N1CCCCN2[C@H](C1)[C@@H](c1ccc(Br)cc1)[C@@H]2CO
 : 1.1 | 27.0 | 34.3 | -9.6
- C[C@H]1CN([C@@H](C)CO)S(=O)(=O)c2ccc(Br)cc2O[C@@H]1CN(C)C(=O)C1CCCCC1
 : -1.9 | -50.6 | 102.6* | 11.8

Next compounds follow.
Results follow in this order: KDM4C inh | Pf Dd2 growth | Tcruzi prolif | C diff growth
- C[C@H](CO)N1C[C@H](C)[C@H](CN(C)Cc2ccc(C(=O)Nc3ccccc3N)cc2)Oc2ccc(NS(=O)(=O)c3cn(C)cn3)cc2C1=O
 : -1.7 | -5.7 | 103.4 | nt
- C[C@@H]1CN([C@@H](C)CO)C(=O)c2cccc(NC(=O)C3CCCCC3)c2O[C@H]1CN(C)Cc1ccc(C(=O)O)cc1
 : -1.3 | -7.1 | 19.2 | 0.3
- CN1C(=O)c2cc(NC(=O)C3CCCCC3)ccc2OC[C@H]2O[C@@H](CC(=O)NCCc3ccncc3)CC[C@H]21
 : 0.4 | 3.6 | -44.1 | -1.6
- O=C1CN(S(=O)(=O)Cc2ccccc2)C[C@@H]2[C@@H](c3ccc(C#CC4CC4)cc3)[C@H](CO)N12
 : 1.1 | -38.8 | nt | 6.8
